HCV core dimer – inhibitors of HCV core protein dimerization, primary screen, biochemical, TR-FRET, high-throughput; TR-FRET GST/Flag-core106 dimerization, 1536-well; inhibition, % at 5 µM; 300,000 compounds, 0.33% hits; AID 1899, 2009;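 active = inhibition above the mean of all tested compounds plus 3 SD, set per screening campaign, cut at about 45% in these data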
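Assay system: GST-tagged and Flag-tagged HCV core protein residues 1-106 / Times: compound-protein-antibody incubation 4 h at 22.5 °C / Signal: time-resolved FRET, ex 340 nm, em 617 and 671 nm / Evaluation: % inhibition based on acceptor/donor emission ratio / Benchmarks: wells lacking GST-core106 and wells with excess unlabelled core106 / Repeats: singlicate, one well per compound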
Efflux pump inh – inhibitors of Candida efflux pumps in yeast, primary screen, S. cerevisiae, Nile Red, multiplex; inhibition, % at 10 µM; S. cerevisiae Candida pump triplex; 330,000 compounds, 0.44% hits;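 active = plate passing quality check with inhibition over a set limit, or well fluorescence over plate mean plus 4 SD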;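 note: Nile Red retained in pooled yeast measured as flow cytometry median fluorescence; 0% = buffer negative control and 100% = Enniatin B positive control; higher means more Nile Red kept so more efflux inhibition; some compounds called inactive have numbers as strong as hits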
TPT1 inhibitor – Candida albicans TPT1 enzyme inhibitors, primary screen, biochemical, fluorescence polarization; tRNA 2'-phosphotransferase TPT1 (Candida albicans SC5314); recombinant caTPT1, FP RNA substrate dephosphorylation; inhibition, % at 5 µM; 300,000 compounds, 0.81% hits; AID 1962, 2009;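 active = inhibition above the mean of all tested compounds plus 3 SD, set per screening campaign, cut at about 24% in these data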;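 note: plate controls were DMSO alone for no effect and ferristatin control at 100 nM for full effect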
PP1 counter – PP1-alpha phosphatase inhibitors, primary screen, counter-screen for PP5 inhibitor project, biochemical, fluorescence, OMFP substrate, single point | 320,000 compounds, 0.9% hits | Serine/threonine-protein phosphatase PP1-alpha catalytic subunit (Homo sapiens), P62136 | AID 2235, 2010 | purified PP1alpha | inhibition, % at 6.7 µM;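 active = inhibition above the mean inhibition of all tested compounds plus 3 SD, computed separately for each screening campaign, cut at about 15% in these data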
Target sequence (P62136 whole entry, looked up): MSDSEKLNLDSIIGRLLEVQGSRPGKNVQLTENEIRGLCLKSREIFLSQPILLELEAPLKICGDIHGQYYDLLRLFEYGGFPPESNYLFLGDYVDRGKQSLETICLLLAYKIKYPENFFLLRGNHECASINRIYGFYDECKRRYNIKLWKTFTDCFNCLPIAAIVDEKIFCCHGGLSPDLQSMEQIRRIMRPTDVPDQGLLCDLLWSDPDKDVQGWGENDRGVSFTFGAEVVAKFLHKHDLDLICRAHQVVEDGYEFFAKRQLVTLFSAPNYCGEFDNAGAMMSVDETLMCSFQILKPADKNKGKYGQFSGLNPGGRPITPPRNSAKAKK
GASC-1 inh – inhibitors of GASC-1 histone demethylase, primary screen, biochemical, fluorescence, DELFIA europium; Lysine-specific demethylase 4C (Homo sapiens), Q9H3R0; GST-JMJD2C(1-420) H3K9me3 demethylation; inhibition, % at 2.35 µM; 330,000 compounds, 0.069% hits; AID 2099, 2009;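 active = more than half of a compound's replicate wells show inhibition beyond 50%, single wells judged on their own value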;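 note: signal counts dimethyl H3K9 product captured on neutravidin plate; 0% = median of DMSO wells and 100% = 0.3 times that DMSO median; strong numbers were not always called active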
Target sequence (Q9H3R0 1-420 limits assumed): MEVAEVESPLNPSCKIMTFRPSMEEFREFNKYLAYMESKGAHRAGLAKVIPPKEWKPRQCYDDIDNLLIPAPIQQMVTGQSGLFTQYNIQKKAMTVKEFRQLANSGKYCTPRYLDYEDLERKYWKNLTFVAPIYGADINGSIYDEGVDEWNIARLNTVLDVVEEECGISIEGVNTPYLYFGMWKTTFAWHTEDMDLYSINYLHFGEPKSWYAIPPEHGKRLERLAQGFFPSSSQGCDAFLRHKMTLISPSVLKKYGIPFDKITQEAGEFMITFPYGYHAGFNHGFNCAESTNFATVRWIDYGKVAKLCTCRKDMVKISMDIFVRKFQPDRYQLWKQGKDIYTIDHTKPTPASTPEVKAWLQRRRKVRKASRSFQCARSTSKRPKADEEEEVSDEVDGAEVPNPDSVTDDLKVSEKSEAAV
procasp7 counter – procaspase-7 activators, primary screen, counter-screen for procaspase-3 activator project, biochemical, absorbance, HTS, human; recombinant procaspase-7, Ac-DEVD-pNA absorbance 405 nm; D23A/D198A/D206A triple mutant, cannot self-cleave; scale: DMSO 0, 5 µM enzyme 100; 330,000 compounds, 0.093% hits; Caspase-7 (Homo sapiens), P55210; activation, % at 8.5 µM; AID 463210, 2010;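 active = percent activation above the screen-wide mean plus 3 SD, cut at about 25% in these data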
Target sequence (P55210 whole entry D23A/D198A/D206A): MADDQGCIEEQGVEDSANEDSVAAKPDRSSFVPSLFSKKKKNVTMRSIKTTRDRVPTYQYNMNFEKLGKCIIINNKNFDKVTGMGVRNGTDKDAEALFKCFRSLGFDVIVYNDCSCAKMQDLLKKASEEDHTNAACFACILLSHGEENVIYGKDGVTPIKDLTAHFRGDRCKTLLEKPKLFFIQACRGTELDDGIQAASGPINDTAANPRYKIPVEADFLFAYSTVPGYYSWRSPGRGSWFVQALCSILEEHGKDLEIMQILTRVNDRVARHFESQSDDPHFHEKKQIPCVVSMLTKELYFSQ
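System: Procaspase-7 triple mutant (PC-7 D3A); measure: % activation from two-timepoint absorbance difference, scaled to controls; times: 1 h compound preincubation, 2 h substrate cleavage, 25 °C; also added: Ac-DEVD-pNA substrate, 400 µM as added; measured by: Epi-absorbance of released pNA at 405 nm, two timepoints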
PP5 inh – PP5 phosphatase inhibitors, primary screen, biochemical, fluorescence. AID 1987, 2009. Serine/threonine-protein phosphatase 5 (Homo sapiens), P53041. 320,000 compounds, 0.18% hits. purified PP5c, OMFP substrate fluorescence. inhibition, % at 6.7 µM;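 active = inhibition above the campaign's mean inhibition across all tested compounds plus 3 SD, cut at about 9.5% in these data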;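 note: 0% = DMSO only and 100% = 100 µM cantharidin control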
Fh CTSL1 inh – Fasciola hepatica cathepsin L1 inhibitors, primary screen, counter-screen for PFM18AAP inhibitor project, biochemical, QFRET, fluorogenic peptide substrate | recombinant F. hepatica cathepsin L1, Z-Leu-Arg-MCA fluorescence | inhibition, % at 5.96 µM | 300,000 compounds, 0.49% hits | AID 1906, 2009;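 active = inhibition above the mean of all tested compounds plus 3 SD, set per screening campaign, cut at about 17% in these data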;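 note: 0% = plate median of test compound wells and 100% = 1 µM Z-Phe-Ala-diazomethylketone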
proCasp3 act – activators of human procaspase-3 D3A mutant, primary screen, biochemical, absorbance, PC-3 D3A mutant, single concentration; Caspase-3 (Homo sapiens), P42574; recombinant procaspase-3 D3A, Ac-DEVD-pNA absorbance 405 nm; activation, % at 8.5 µM; 330,000 compounds, 0.11% hits; AID 463141, 2010;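 active = activation above the mean of all tested compounds plus 3 SD, cut at about 21% in these data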;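 note: 0% = DMSO alone and 100% = DMSO wells spiked with extra 5 µM PC-3 D3A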
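Technique: 405 nm absorbance of p-nitroaniline, reads at 0 and 120 min; Test system: Procaspase-3 D3A mutant; Incubation: 1 h enzyme-compound preincubation, then 2 h substrate reaction, 25 °C; Repeats: singlicate, each compound tested once; Benchmarks: low control DMSO wells, high control DMSO plus 5 µM PC-3 D3A.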
Active calls of the source: *; . = not tested or not shown; & = joins results of further samples.

SMILES | HCV core dimer | Efflux pump inh | TPT1 inhibitor | PP1 counter | GASC-1 inh | procasp7 counter | PP5 inh | Fh CTSL1 inh | proCasp3 act
CC(=O)c1cccc(NC(=O)NC(C)c2ccncc2)c1 (stereo unspecified) | 1 | -0.1 | -5 | 0 | 5 | -9 | -1.5 | -1 | -6
CCOC(=O)c1ccc(NS(=O)(=O)c2ccc(SC)cc2)cc1 | 1 | 0.0 | 2 | -1 | 36 | -4 | 6.4 | 2 | 2
C=C1CCN([C@H](C(=O)NCc2ccc(Cl)cc2)C(C)C)S(=O)(=O)c2ccccc21 | -1 | -0.2 | -2 | 8 | -2 | -19 | 2.8 | -1 | -6
CCN(CC(=O)Nc1cc(Cl)ccc1C)C(=O)CSCc1ccc(C)cc1 | -3 | -0.1 | 2 | 1 | 1 | 2 | -0.2 | -1 | 6
Cc1cc(C)cc(NC(=O)N(C)Cc2ccccc2)c1 | 5 | 0.1 | 1 | -6 | 0 | 1 | 0.9 | -1 | -2
CCCc1cc(C(=O)N2CCCC(N3CCN(c4ccccc4C)CC3)C2)n(C)n1 (stereo unspecified) | 8 | 0.1 | -4 | -4 | -3 | 2 | 0.1 | -2 | 2
CC(C)Cc1csc(NC(=O)c2ccccc2Cl)c1C(=O)O | 5 | -0.1 | -5 | -5 | 7 | 10 | -3.1 | 4 | 4
C[C@@H](C(=O)N1CCN(Cc2ccc3c(c2)OCO3)CC1)n1nnc2ccccc2c1=O | -1 | 0.1 | -3 | 0 | 5 | 10 | -1.9 | -4 | 9
CC[C@H](C)[C@H](NC(=O)c1ccc(Cl)cc1)C(=O)OCC(=O)c1ccc2c(c1)NC(=O)CO2 | 17 | 0.0 | -5 | 0 | 2 | 6 | 1.4 | -17 | -2
COc1ccc(CN(C)C(=O)c2cc(S(=O)(=O)N3CCOCC3)ccc2N2CCCC2)cc1 | 3 | 0.2 | 3 | -4 | 0 | 4 | 1.0 | 0 | -3
CC1(C)C(=O)N(c2ccccc2F)C(=O)c2ccccc21 | 3 | -0.1 | 1 | -3 | -29 | -4 | -2.1 | 1 | 11
CCc1cc2c(NCC(=O)O)ncnc2s1 | -4 | 0.0 | 1 | -3 | 0 | -6 | 2.1 | -6 | 9

Some of the entries so far, with tabs.
Structure	HCV core dimer	Efflux pump inh	TPT1 inhibitor	PP1 counter	GASC-1 inh	procasp7 counter	PP5 inh	Fh CTSL1 inh	proCasp3 act
CC(=O)c1cccc(NC(=O)NC(C)c2ccncc2)c1 (stereo unspecified)	1	-0.1	-5	0	5	-9	-1.5	-1	-6
CCOC(=O)c1ccc(NS(=O)(=O)c2ccc(SC)cc2)cc1	1	0.0	2	-1	36	-4	6.4	2	2
C=C1CCN([C@H](C(=O)NCc2ccc(Cl)cc2)C(C)C)S(=O)(=O)c2ccccc21	-1	-0.2	-2	8	-2	-19	2.8	-1	-6
CCN(CC(=O)Nc1cc(Cl)ccc1C)C(=O)CSCc1ccc(C)cc1	-3	-0.1	2	1	1	2	-0.2	-1	6
Cc1cc(C)cc(NC(=O)N(C)Cc2ccccc2)c1	5	0.1	1	-6	0	1	0.9	-1	-2
CCCc1cc(C(=O)N2CCCC(N3CCN(c4ccccc4C)CC3)C2)n(C)n1 (stereo unspecified)	8	0.1	-4	-4	-3	2	0.1	-2	2
CC(C)Cc1csc(NC(=O)c2ccccc2Cl)c1C(=O)O	5	-0.1	-5	-5	7	10	-3.1	4	4
C[C@@H](C(=O)N1CCN(Cc2ccc3c(c2)OCO3)CC1)n1nnc2ccccc2c1=O	-1	0.1	-3	0	5	10	-1.9	-4	9

The list continues.
SMILES | HCV core dimer | Efflux pump inh | TPT1 inhibitor | PP1 counter | GASC-1 inh | procasp7 counter | PP5 inh | Fh CTSL1 inh | proCasp3 act
Cc1cc(C(=O)NCC(=O)OC(C(=O)Nc2cc(C(F)(F)F)ccc2Cl)c2ccccc2)ccc1[N+](=O)[O-] (stereo unspecified) | 18 | 0.1 | -5 | 11 | 12 | 9 | 4.9 | -6 | 6
COc1ccc(-c2nc(CS(=O)(=O)CC(=O)NCCc3ccc(C)cc3)c(C)o2)cc1 | 2 | 0.1 | 0 | -2 | 2 | -9 | 1.0 | -4 | 6
CC1CCCCN1CC(=O)Nc1ccccc1Sc1ccccc1 (stereo unspecified) | 0 | -0.2 | -2 | 5 | 7 | 2 | 2.7 | -1 | 4
CC(C)(C)c1cc(C(=O)N/N=C/c2ccc(-c3ccccc3[N+](=O)[O-])o2)n[nH]1 | 7 | 0.5 | -11 | 2 | 2 | 1 | 3.1 | 4 | -14
CCOC(=O)c1ccc(N=c2sc(C(=O)OC)cc(=O)n2Cc2ccco2)cc1 | 12 | 0.0 | 2 | -1 | -1&0 | 0 | 1.8 | -1 | -1
Cc1cc(Br)cn2ccnc12 | 2 | -0.2 | 0 | 2 | -5 | -5 | 0.0 | -4 | 4
Cn1nc(C(=O)OCC(=O)Nc2cccc(S(=O)(=O)N3CCCC3)c2)c2ccccc2c1=O | 2 | 0.1 | 3 | 1 | -6 | 8 | 0.5 | -13 | 3
CC(C)(C)C1CCC(OC(=O)CN2CCCCC2)CC1 (stereo unspecified) | -9 | -0.1 | 0 | -4 | -1 | -3 | 0.8 | -1 | 4
CC(=O)C1=C(C)NC(SCC(N)=O)=C(C#N)C1c1cccnc1 (stereo unspecified) | -15 | 0.0 | -6 | 6 | 3 | -12 | -9.9 | 11 | -11
Cc1ccc(NC(=O)C(Nc2cccc(C)c2)c2ccccc2)cc1 (stereo unspecified) | 8 | 0.0 | 2 | 0 | 10 | -4 | 0.5 | 4 | 7
CCOc1nc(NC(=O)NS(=O)(=O)Oc2ccccc2Cl)nc(-c2ccccc2)n1 | -2 | 0.0 | -1 | 1 | -4 | 6 | 6.2 | 3 | 4
Cc1cc(=O)n2c(C(=O)Nc3ccc(C(=O)OC(C)C)cc3)c(C(=O)Nc3ccccc3)sc2n1 | 7 | 0.0 | 3 | 7 | -3 | 11 | 0.2 | 2 | -4
COC(=O)c1cn(C(=O)c2ccc(F)cc2)c2ccccc12 | 5 | 0.1 | -4 | -3 | 1 | 1 | 1.1 | -1 | 1
COc1ccc(CC(=O)Nc2nc(-c3ccc(F)c(F)c3)cs2)cc1OC | 9 | -0.1 | -2 | 5 | 7 | 3 | 2.9 | 10 | 1
CN(CCOc1ccccc1)C(=O)c1cc(COc2c(F)cccc2F)on1 | 1 | -0.1 | -6 | 0 | 6 | 10 | 0.9 | 2 | 0
CN(C)Cc1c(C(=O)N/N=C/c2ccccc2OCc2ccc(F)cc2)nnn1-c1nonc1N | -5 | 0.4 | 2 | -2 | -22 | -2 | -1.9 | 1 | 4
Cc1ccccc1C(=O)N1CCN=C1SCc1ccc([N+](=O)[O-])cc1 | 2 | -0.1 | 1 | -1 | 1 | 10 | 2.0 | 1 | 2
COc1ccccc1-c1nnc(SCC(=O)Nc2cccnc2Cl)n1C | . | 0.1 | . | . | 1 | 8 | . | . | 7
Cc1noc(C)c1S(=O)(=O)N1CCC(C(=O)NCCN2CCC(C)CC2)CC1 | 0 | 0.0 | 2 | -1 | -3 | 7 | -0.7 | 1 | 3
O=Cc1cn(CC(=O)N2CCCCCC2)c2ccccc12 | -3 | -0.1 | -1 | -3 | 2 | 2 | -0.4 | 9 | -2
Cc1ccc(CN2CCN(Cc3ccco3)CC2)cc1 | 11 | -0.2 | -1 | 2 | 2 | -13 | 2.1 | 2 | 6
Cc1ccc(-n2c(N)c(C(N)=O)sc2=S)c(C)c1 | -3 | 0.0 | -5 | -2 | -5 | -16 | 0.2 | -3 | -13
Cc1ccc(N2C(=O)CC(Nc3cccc4ccccc34)C2=O)cc1 (stereo unspecified) | 0 | -0.1 | 0 | 6 | 7 | 2 | 2.9 | 1 | -2
O=c1c2c3c(sc2nc(N2CCNCC2)n1CCc1ccccc1)CCCCC3 | -4 | -0.4 | 0 | 1 | -6 | 10 | 0.7 | -1 | 0
S=C(NC1CCCC1)N1CCN(C/C=C/c2ccccc2)CC1 | -10 | -0.1 | 1 | 0 | -8 | 5 | 3.4 | -2 | 2
O=C1CCC(=O)c2oc3ccccc3c2N1 | -2 | 0.0 | -2 | -2 | 7 | 8 | -0.7 | 4 | -3
CC(C)C(c1nnnn1Cc1ccc(F)cc1)N1CCN(Cc2ccc3c(c2)OCO3)CC1 (stereo unspecified) | 8 | 0.3 | 2 | 1 | -2 | 2 | 5.7 | -5 | -1
O=C(OCC(=O)N1CCCCCC1)c1cccs1 | -1 | 0.2 | 4 | 4 | 9 | 1 | -5.3 | -5 | 2
C/C=C(/C)C(=O)O[C@@H]1c2cc3c(c(OC)c2-c2c(cc(OC)c(OC)c2OC)[C@@H](OC(C)=O)[C@@H](C)[C@H]1C)OCO3 | 5 | -0.2 | -4 | 0 | 8 | -11 | -0.8 | 3 | -2
Cc1nc(CN2CCN(C(=O)CCc3nnc(Cc4c[nH]c5ccccc45)o3)CC2)cs1 | -9 | 0.7 | -1 | 1 | -3 | -2 | 0.4 | 4 | 6
COc1ccc(C(C(=O)NCC2CCCO2)N(C(=O)Cn2nnc3ccccc32)c2ccc(NC(C)=O)cc2)c(OC)c1 (stereo unspecified) | 1 | 0.0 | 2 | -1 | -5 | 8 | 2.5 | -1 | 14
CN(C(=O)c1cc(COc2c(F)cccc2F)on1)C1CCOC1 (stereo unspecified) | -5 | 0.1 | 0 | 2 | 5 | -7 | 1.8 | 1 | 2
O=c1[nH]ncc(N2CCN(Cc3ccccc3)CC2)c1Cl | 1 | 0.1 | -2 | -1 | -2 | 3 | -0.9 | 2 | -3

High-throughput results from PubChem.
